Screens: PubChem, National Center for Advancing Translational Sciences (NCATS)
TDP1 inh – inhibitors of human tyrosyl-DNA phosphodiesterase TDP1 | Q9NUW8 | recombinant TDP1, AlphaScreen DNA substrate cleavage | Potency, µM (doses to about 130 µM), for the others: at the highest dose activity change, negative = inhibition, most hits filed as inhibitors | actives 0.28% (n = 350,000) | AID 485290; further: nearly all actives have a fitted effect of over 40% in size
Target sequence (Q9NUW8 whole entry, looked up): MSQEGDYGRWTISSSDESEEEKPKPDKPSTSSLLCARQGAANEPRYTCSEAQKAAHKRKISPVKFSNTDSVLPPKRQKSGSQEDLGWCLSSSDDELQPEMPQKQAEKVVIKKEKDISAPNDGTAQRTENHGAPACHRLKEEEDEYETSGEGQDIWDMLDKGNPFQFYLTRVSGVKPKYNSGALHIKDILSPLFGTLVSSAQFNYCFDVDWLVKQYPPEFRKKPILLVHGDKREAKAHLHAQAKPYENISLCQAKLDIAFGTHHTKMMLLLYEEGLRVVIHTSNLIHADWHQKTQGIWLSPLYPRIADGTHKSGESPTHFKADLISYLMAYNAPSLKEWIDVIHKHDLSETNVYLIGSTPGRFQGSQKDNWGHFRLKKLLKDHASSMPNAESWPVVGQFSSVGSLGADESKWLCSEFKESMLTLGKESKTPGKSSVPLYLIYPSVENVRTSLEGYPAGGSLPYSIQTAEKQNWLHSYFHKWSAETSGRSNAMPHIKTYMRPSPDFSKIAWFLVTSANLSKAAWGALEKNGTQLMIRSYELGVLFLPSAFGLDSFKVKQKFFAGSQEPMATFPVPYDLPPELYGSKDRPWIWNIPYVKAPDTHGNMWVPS
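Recombinant E. coli-expressed Tdp1 (1 nM) preincubated with compound 15 min at RT, then 5'-biotin/3'-phosphotyrosine-FITC DNA substrate (15 nM) added for 5 min. AlphaScreen beads (10 ug/ml) added, 10 min RT; tyrosine-FITC cleavage read as signal loss.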
N370S GC mod – inhibitors or activators of N370S glucocerebrosidase for Gaucher disease. N370S GC spleen homogenate, 4MU-glucoside fluorescence. Potency, µM (series often up to 59.4 µM), for inactives: at the top dose activity change, negative = inhibition, usual class: inhibitors. actives 0.092% (n = 330,000). AID 2101;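 further: 0% = full enzyme activity and -100% = no enzyme basal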
TDP1 cell noCPT – qHTS for Inhibitors of human tyrosyl-DNA phosphodiesterase 1 (TDP1): qHTS in cells in absence of CPT; actives 15% (n = 420,000); DT40 Tdp1-/- hTDP1 cells, no CPT, ATP luminescence, 48 h; Potency, µM (titrated, usually from 46.2 µM), for inactives: top-dose activity change, negative = growth inhibition, usual class: inhibitors; further: nearly all actives have a fitted effect of over 55% in size
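No-CPT arm: Tdp1-/-;hTDP1 DT40 cells (400/well) plus compounds, incubated ≥48 hr at 37 °C. Readout CellTiter-Glo luminescence.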
The depositor's hits bear a star; ? = inconclusive; / = no result given; & = joins results of further samples; [ ] = another dose, or the depositor's remark. The call rests on the fitted dose curve; in most records, active means well fitted curve in the direction sought with a large enough effect; inconclusive means small, poorly fitted or top-dose-only effect, or another doubt; inactive means no such curve, though single readings can be large; an effect the other way counts as inactive or inconclusive. Unless noted, on the % scale 0 is the no-effect control and ±100 the full control effect; potency means the concentration at half of the fitted maximal effect. An excerpt, so the mix of outcomes need not match the whole.

SMILES | TDP1 inh | N370S GC mod | TDP1 cell noCPT
Cc1ccccc1OCC(=O)Nc1ccc(-c2nc3cc(Cl)cc(Cl)c3o2)cc1 | 1.3%[12.3 µM] | / | -12.8%
CCOC(=O)Cn1c(SC)nc2sc3c(c2c1=O)CC(C)(C)OC3 | 0.0% | 0.8% | 14.6µM*
O=C(CCN1CCc2ccccc2C1)Nc1cccc(F)c1 | 0.0% | 1.3% | -17.7%
FC(F)(F)c1cnc2c(c1)Nc1ccccc1S2 | 3.1% | ? | 20.6µM*
Cc1ccc(CN2CC(C(=O)Nc3ccncc3)CC2=O)cc1 (stereo not drawn) | 2.0% | -12.6% | -8.2%
Cc1ccc(NC(=S)N2CCCC2)cc1Cl | 1.8% | -1.2% | 5.8%
COC(=O)c1cc(NC(=O)CC2SCCNC2=O)cc(C(=O)OC)c1 (stereo not drawn) | 7.1% | -6.6% | 10.1%
O=C(NCC(O)CO)c1ccc2[nH]c3ccccc3c2c1 (stereo not drawn) | -5.6%[56.1 µM] | 3.0% | 4.2%
Cc1ccc(S(=O)(=O)NC2=NCN(C)CN2)cc1[N+](=O)[O-] | 4.5% | 1.3% | 17.2%
CCn1nnc2sc3c(c2c1=O)CCC(C)C3 (stereo not drawn) | 2.0% | 0.2% | ?
CCc1nn(C(C)C(=O)N2CCN(c3ccccc3)CC2)c(=O)c2cc3occc3n12 (stereo not drawn) | 1.6%&7.6% | 3.3% | -18.3%&-27.2%
O=C(CSc1ncn[nH]1)NCc1ccc2c(c1)OCO2 | 0.5% | -9.5% | 7.2%
COc1cccc(-c2nnc(SCC(=O)N(C(C)C)C(C)C)o2)c1 | -2.3% | 2.0% | ?
Cc1ccc(CS(=O)(=O)Cc2ccc(C(=O)NCc3ccco3)o2)cc1 | 2.1% | 3.7% | -21.1%
CCN(Cc1nc2ccccc2c(=O)[nH]1)C(=O)c1cccc(NC(=O)c2cccs2)c1 | -7.8%[0.505 µM] | -2.6% | ?
COc1ccc(C2C=C(c3ccccc3)Nc3nc(CCCO)nn32)cc1 (stereo not drawn) | 7.4% | 2.2% | ?
O=C(NCC(=O)N(c1ccc(Cl)cc1)C(C(=O)NC1CCCC1)c1ccncc1)c1ccco1 (stereo not drawn) | / | -13.3% | -0.6%
COc1ccc2c(c1)c(=O)c(C(=O)c1ccc(F)cc1)cn2CC(=O)Nc1ccc2c(c1)OCCO2 | 3.8% | / | ?
OCCCNc1nc(-c2ccc(Cl)cc2)nnc1-c1ccc(Br)cc1 | 0.0% | ? | 20.6µM*
CC(=O)c1ccc(OCC(=O)OC(C)C(=O)NC2CCCCC2)cc1 (stereo not drawn) | 0.2% | / | -6.3%
CC(C)CCOCC(=O)Nc1cccc(C(=O)O)c1 | 2.9% | 20.0% | -7.1%
CN(C)S(=O)(=O)c1ccc(Cl)c(C(=O)Nc2cccc3ncccc23)c1 | -12.1% | -8.9% | ?
O=C(COC(=O)c1cccc(S(=O)(=O)N2CCOCC2)c1)NCc1ccccc1 | -3.8% | / | -3.9%
COc1ccccc1OCC(=O)NCC(c1ccc(Cl)cc1)N1CCCCC1 (stereo not drawn) | 2.6% | / | ?
N#Cc1cnn2ccc(-c3cc(N4CCOCC4)ccc3[N+](=O)[O-])nc12 | 6.0% | -12.2% | -18.2%
Later entries:
SMILES | TDP1 inh | N370S GC mod | TDP1 cell noCPT
COc1cccc(NC(=O)C2C3CC4OC(=O)C2C4C3)c1 (stereo not drawn) | 1.1% | -10.9% | -12.5%
Cc1ccc2nc(-c3ccc(NC(=O)COC(=O)c4ccc(Br)o4)cc3)sc2c1 | 1.4% | 1.8% | ?
CCn1c(CNS(=O)(=O)c2ccc(Cl)cc2)n[nH]c1=S | / | 3.0% | 1.7%
COc1ccccc1NC(=O)c1cc(C)nc2ccccc12 | -3.7% | -9.8% | ?
COCCCNC(=O)C1CC(=O)N(C2CCCC2)C1 (stereo not drawn) | 1.0% | 3.9% | -17.5%
O=C(CN1C(=O)CCn2nc(-c3ccccc3)cc21)NCc1ccccc1 | 2.1% | / | -14.0%
COc1ccccc1Nc1n[nH]c(=S)s1 | 8.1% | -23.4% | -4.3%
COC(=O)[C@H](C(C)C)N(Cc1ccccc1)S(=O)(=O)CCN1CCN(c2ccccc2)CC1 | 4.0%[56.1 µM] | / | ?
Oc1ccc(/C=N/N(c2ccccc2)c2ccccc2)cc1O | 2.2% | -5.0% | ?
CCCC(=O)Nc1nc(C(=O)OCC)cs1 | -1.0% | 6.9% | -18.2%
Cc1cc2[nH]c(=S)[nH]c2cc1C | 5.8% | -0.7% | 18.1%
COc1ccc(NC(=O)COc2ccc(S(=O)(=O)N3CCOCC3)cc2C)cc1OC | 11.6%[0.0935 µM] | -5.7% | ?
CC(=O)c1ccc(NC(=O)C(C)OC(=O)c2ccc3c(c2)nc(C)n3-c2ccccc2)cc1 (stereo not drawn) | 4.2% | -3.3% | 5.1%
CCOC(=O)/C(=C\C=C\N1CCOCC1)C(C)=O | -1.2% | 2.0% | -9.7%
Cc1ccc2c(N)c(C(=O)c3ccccc3)sc2n1 | 4.1% | 7.7% | ?
O=C(COc1ccc(-n2cnnn2)cc1)N1CCN(c2ccc(F)cc2)CC1 | -2.1% | -0.3% | -29.4%
CC(C)Oc1ccc(CNC(=O)Cn2c(=O)oc3ccccc32)cc1 | 7.8%&-1.0% | -0.6% | 16.4µM*
Cc1oc2c(c1C(=O)Nc1cccc(C(=O)O)c1)CCCC2 | 2.0% | 22.8% | -3.8%
O=c1c2c3c(sc2nc2sc(C4CC4)nn12)CCCC3 | 8.2% | -0.8% | ?
CCOc1ccc(NC(=O)c2cc3c(=O)n4cccc(C)c4nc3s2)cc1 | 4.5% | / | -3.6%
COc1ccc(NS(=O)(=O)/C=C/c2ccccc2)cc1 | 5.3% | -20.8% | -22.6%
Cc1cccc(OCC(=O)Nc2ccc3oc(=O)ccc3c2)c1 | 0.0% | -23.5% | ?
COc1cc(-c2nnc(SCC(=O)Nc3ccc(F)c(Cl)c3)o2)cc(OC)c1OC | 5.7% | / | 3.5%
Cn1c2ccccc2c(=O)c2c(=O)n(C3CCCCCC3)c(C3CCCCC3)nc21 | 0.6% | ? | 13µM*
Nc1c(C(=O)N/N=C/c2cccnc2)cnn1-c1ccccc1 | 0.0% | 10.5% | -11.6%

Three structures from above, ordered by length of the SMILES, low to high.
SMILES | TDP1 inh | N370S GC mod | TDP1 cell noCPT
Cc1ccc2c(N)c(C(=O)c3ccccc3)sc2n1 | 4.1% | 7.7% | ?
Cc1oc2c(c1C(=O)Nc1cccc(C(=O)O)c1)CCCC2 | 2.0% | 22.8% | -3.8%
Cc1ccc(S(=O)(=O)NC2=NCN(C)CN2)cc1[N+](=O)[O-] | 4.5% | 1.3% | 17.2%

A section from the list above:
SMILES | TDP1 inh | N370S GC mod | TDP1 cell noCPT
COc1ccc(NC(=O)COc2ccc(S(=O)(=O)N3CCOCC3)cc2C)cc1OC | 11.6%[0.0935 µM] | -5.7% | ?
CC(=O)c1ccc(NC(=O)C(C)OC(=O)c2ccc3c(c2)nc(C)n3-c2ccccc2)cc1 (stereo not drawn) | 4.2% | -3.3% | 5.1%
CCOC(=O)/C(=C\C=C\N1CCOCC1)C(C)=O | -1.2% | 2.0% | -9.7%
Cc1ccc2c(N)c(C(=O)c3ccccc3)sc2n1 | 4.1% | 7.7% | ?

Carrying on:
SMILES | TDP1 inh | N370S GC mod | TDP1 cell noCPT
Cc1ccc(-n2nc3c(N4CCC(C(=O)N5CCN(C)CC5)CC4)nnc(C)c3c2C)cc1 | 3.7% | -6.7% | -13.2%
Cc1ccc(S(=O)(=O)N(NC2=NS(=O)(=O)c3ccccc32)C(=O)c2ccccc2)cc1 | -1.1% | 8.4% | -14.8%
O=S1(=O)N=C(N2CCc3ccccc3C2)c2ccccc21 | 3.0% | 5.5% | -13.1%
CC(c1ccccc1)n1c(N2CCNCC2)nc2c1c(=O)[nH]c(=O)n2C (stereo not drawn) | / | -0.9% | 4.2%
COc1cc(C(=O)OCC(C)=O)c([N+](=O)[O-])cc1OC | 4.6% | 3.3% | 10.2%
COc1ccc(-c2cc(=Nc3ccc(C)cc3)c3ccccc3o2)cc1 | 6.2% | -11.8% | ?
CCOC(=O)c1ccccc1NC(=O)c1nn(-c2ccc(C)cc2)c(=O)n(C)c1=O | 6.5% | / | ?
Cn1c(=O)oc2cc(S(=O)(=O)N3CCN(c4cccc(Cl)c4)CC3)ccc21 | 4.0% | -13.5% | -2.9%
O=C(CNC(=O)c1ccco1)OC(C(=O)c1ccccc1)c1ccccc1 (stereo not drawn) | 2.9% | 1.0% | ?
COc1cc(OC)c(NC(=O)C2CCCO2)cc1Cl (stereo not drawn) | / | -1.0% | 1.8%
CCCCC(=O)NCc1ccc(F)cc1 | 0.0% | 3.1% | -5.1%
CC1OC(Nc2ccc(N=Nc3ccccc3)cc2)C(O)C(O)C1O (stereo not drawn) | 8.0% | -27.1% | -24.1%
O=C1CC(c2ccccc2)Cc2nc3nc(C(F)(F)F)nn3cc21 (stereo not drawn) | 2.9% | 5.9% | -12.7%
CCCOc1ccc(Cn2c(O)cc(=O)[nH]c2=O)cc1 | 2.2% | -13.5% | 2.1%
O=c1nc2n(c3ccc([N+](=O)[O-])cc13)CCCCC2 | -1.2% | -0.6% | -1.1%
Cc1ccc(SCCN)cc1C | 1.3% | -4.2% | -22.5%
CC(C)(C)Nc1nc(SCC(=O)Nc2ccccc2)nc(N2CCOCC2)n1 | 0.0% | 6.2% | 23.1µM*
Fc1ccc(/C=N/NC(=S)Nc2ccc(Cl)cc2Cl)cc1 | 1.2% | 2.0% | 5.17µM*
COc1ccc(N(CC(=O)NCC(C)C)S(=O)(=O)c2ccccc2)cc1 | -3.6% | -6.4% | -13.8%
O=C1N[C@@H](Cc2c[nH]c3ccccc23)C(=O)N[C@H]1Cc1c[nH]c2ccccc12 | 7.5% | -5.5% | -16.6%[9.04 µM]
CCOC(=O)C1=C(C)C(c2ccccc2O)NC(=O)N1 (stereo not drawn) | / | 9.4% | -0.2%
O=c1c(-c2ccc(F)cc2)nc2cnc(Nc3ccccc3)nc2n1C[C@H]1CCCO1 | / | ? | -3.1%
O=C(Oc1cccc(N2C(=O)CCC2=O)c1)C1CC(=O)N(c2ccc(Br)cc2)C1 (stereo not drawn) | -2.3% | 1.2% | 0.4%
CC(=O)Nc1ccc(S(=O)(=O)N(C)c2nc3ccccc3nc2Cl)cc1 | / | -13.0% | 23.1µM*
COc1cc(C2NC(=S)NC(O)(C(F)(F)F)C2C(=O)c2cccs2)cc(OC)c1O (stereo not drawn) | 8.9% | 3.0% | -26.5%

3 compounds from above, reduced to N370S GC mod and TDP1 inh:
| smiles | N370S GC mod | TDP1 inh |
| --- | --- | --- |
| O=C(CNC(=O)c1ccco1)OC(C(=O)c1ccccc1)c1ccccc1 (stereo not drawn) | 1.0% | 2.9% |
| COc1cc(OC)c(NC(=O)C2CCCO2)cc1Cl (stereo not drawn) | -1.0% | / |
| CCCCC(=O)NCc1ccc(F)cc1 | 3.1% | 0.0% |

Molecules listed so far containing an aryl thioether with sulfur outside any ring, in the order listed:
SMILES | TDP1 inh | N370S GC mod | TDP1 cell noCPT
CCOC(=O)Cn1c(SC)nc2sc3c(c2c1=O)CC(C)(C)OC3 | 0.0% | 0.8% | 14.6µM*
O=C(CSc1ncn[nH]1)NCc1ccc2c(c1)OCO2 | 0.5% | -9.5% | 7.2%
COc1cccc(-c2nnc(SCC(=O)N(C(C)C)C(C)C)o2)c1 | -2.3% | 2.0% | ?
COc1cc(-c2nnc(SCC(=O)Nc3ccc(F)c(Cl)c3)o2)cc(OC)c1OC | 5.7% | / | 3.5%
Cc1ccc(SCCN)cc1C | 1.3% | -4.2% | -22.5%
CC(C)(C)Nc1nc(SCC(=O)Nc2ccccc2)nc(N2CCOCC2)n1 | 0.0% | 6.2% | 23.1µM*

Additional results follow.
SMILES | TDP1 inh | N370S GC mod | TDP1 cell noCPT
CCc1ccc(Nc2cc(C)nc3nc(C)nn23)cc1 | 3.9% | 1.8% | -24.9%
CCOc1ccccc1N1C(=O)CN(Cc2ccc(OC)c(OC)c2)C1=S | / | 1.6% | ?
COc1ccc(CNC(=S)NCc2ccc(Cl)cc2)cc1OC | 3.1% | -0.1% | -13.4%
Cc1cccc(N2CCN(C(=O)c3ccc(NC4=NC5CS(=O)(=O)CC5S4)cc3)CC2C)c1 (stereo not drawn) | 5.2% | -10.1% | -23.3%
CCOc1cc(C(=O)OCc2ccc([N+](=O)[O-])cc2)ccc1OCC(=O)N1CCOCC1 | / | -0.3% | -26.7%
COc1ccc(C(CC(=O)N2CCCC2)c2ccc(F)cc2)cc1 (stereo not drawn) | / | -9.5% | ?
COc1ccc(NC(=O)COC(C)=O)cc1Cl | 0.0% | -17.7% | 12.0%
